Screening results as filed in PubChem BioAssay.
NPC1 promoter act – activates the NPC1 promoter. Huh7 NPC1 promoter luciferase reporter, 24 h. actives 2.4% (n = 320,000). Potency, µM (titrated, usually from 9.22 µM), for inactives: at the top dose activation, usual class: activators. AID 485313;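 note: potency is the fitted concentration of half-maximal effect; % of control where 0% means no effect; nearly all actives have a fitted effect of over 60% in size; reporter is driven by a mutant NPC1 promoter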
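Quantitative HTS used a cell-based reporter: Huh7 cells stably bearing the NPC1 promoter upstream of luciferase were treated with compounds for 24 h, and promoter activation was read as luminescence.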
Menin MLL FP TR – displaces Texas Red mutant MLL peptide from human menin. O00255. actives 0.23% (n = 270,000). Potency, µM (titrated, usually from 61.6 µM), without a hit: top-dose FP activity change, negative = inhibition, actives largely listed as inhibitors. AID 1768. Menin + Texas Red MLL mutant peptide, fluorescence polarization; active = well fitted inhibition curve with a large enough effect in the polarisation, with a control signal flat, not every such curve was filed as active; inconclusive = small, poorly fitted or top-dose-only effect, or effect the other way, or a change in a side signal; inactive = no such curve, though single readings can be large or run the other way; the % refers to the polarisation; note: potency is the fitted concentration of half-maximal effect; % of control where 0% means no effect; many of its hits are not listed in these tables
ELG1 repair inh – blocks ELG1-dependent DNA repair in HEK293T cells; AID 504467; HEK293T ELG1-luciferase reporter, luminescence, 16 h; DNA damage induced by 5-fluorouridine; Potency, µM (highest dose often 46.1 µM), inactives show at the top dose activity change, negative = inhibition, most hits filed as inhibitors; actives 2.3% (n = 330,000); note: potency is the fitted concentration of half-maximal effect; % is set by controls: 0 for no effect and ±100 for the full control effect; nearly all actives have a fitted effect of over 55% in size
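Quantitative HTS, concentration-response format. 2,000 cells/well co-treated with 5-fluorouridine and compound, 16 hr in 5% CO2 at 37 °C; ONE-Glo luminescence read after 30 min.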
FLuc counter – counter-screen for miR-21 project: firefly luciferase inhibitors or activators; AID 588342; purified FLuc, Km substrates, luminescence inhibition; Potency, µM (doses to about 57.5 µM), inactives show at the top dose activity change, negative = inhibition, usual class: inhibitors; P08659; actives 6.9% (n = 360,000);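 note: potency is the fitted concentration of half-maximal effect; plate controls were vehicle for no effect and reference inhibitor for full effect; nearly all actives have a fitted effect of over 55% in size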
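Purified P. pyralis luciferase (10nM final) with 10uM D-luciferin and 10uM ATP (Km levels) in 50mM Tris acetate pH 7.5, 10mM Mg acetate, 0.01% Tween-20, 0.05% BSA; qHTS 6-point titration, ~60 µM downward; luminescence read.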
KCNH2 3.1 inh – KCNH2 3.1 (human) potassium channel inhibition | U2OS KCNH2 3.1, thallium flux FluxOr; stronger effect = lower value | activity change, % (tested at about 1.8 µM) | actives 0.95% (n = 340,000) | AID 720553;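 active = maximum activity change below -70%; inconclusive = maximum activity change from -70% to -50%; inactive = maximum activity change above -50%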;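 note: thallium influx rate constant from kinetic fluorescence after stimulation buffer; % is set by controls: 0 for no effect and ±100 for the full control effect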
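Thallium flux read-out: FluxOr dye with Red40 quencher in HBSS/HEPES, 45 min at RT. Rate constants from kinetic reads were normalized to positive and negative DMSO controls. Cells: U2OS virally expressing the 3.1 isoform.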
VP16 counter – counter-screen for ROR gamma inhibitors: Gal4-VP16 reporter | Drosophila S2 Gal4-VP16 UAS-luciferase, luminescence, 20 h | actives 3.5% (n = 310,000) | Potency, µM (doses to about 53.6 µM), for inactives: top-dose activity, negative = inhibition, hits mostly inhibitors;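 note: Gal4-VP16 expression switched on by copper sulfate through the metallothionein promoter; potency is the fitted concentration of half-maximal effect; % is set by controls: 0 for no effect and ±100 for the full control effect; nearly all actives have a fitted effect of over 50% in size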
MBNL1-CUG inh – MBNL1-poly(CUG) RNA binding inhibition; Q9NR56; TR-FRET MBNL1-His/biotin-(CUG)12 binding, 665/545 ratio; Potency, µM (highest dose often 57.5 µM), for the others: at the highest dose activity change, negative = inhibition, most hits filed as inhibitors; actives 0.036% (n = 280,000); AID 2675; active = well fitted inhibition curve with a large enough effect in the signal ratio, with a control signal flat, not every such curve was filed as active; inconclusive = small, poorly fitted or top-dose-only effect, or effect the other way, or a change in a side signal; inactive = no such curve, though single readings can be large or run the other way; the % refers to the signal ratio; note: potency is the fitted concentration of half-maximal effect; % is set by controls: 0 for no effect and ±100 for the full control effect
Target sequence (Q9NR56 whole entry, looked up): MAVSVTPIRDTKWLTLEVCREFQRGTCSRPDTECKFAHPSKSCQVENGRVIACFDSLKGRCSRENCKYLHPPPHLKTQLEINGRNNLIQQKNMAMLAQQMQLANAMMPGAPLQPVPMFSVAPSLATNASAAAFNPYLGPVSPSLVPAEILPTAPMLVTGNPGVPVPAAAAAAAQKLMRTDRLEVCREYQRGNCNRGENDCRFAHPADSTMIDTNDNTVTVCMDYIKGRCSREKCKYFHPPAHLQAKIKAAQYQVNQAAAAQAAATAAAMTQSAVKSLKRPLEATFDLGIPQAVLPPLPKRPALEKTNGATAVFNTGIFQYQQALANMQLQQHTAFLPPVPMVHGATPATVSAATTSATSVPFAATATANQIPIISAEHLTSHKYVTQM
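TR-FRET between His-tagged MBNL1 and biotin-(CUG)12 RNA, detected with Tb anti-His antibody (0.055 ng/ul) and streptavidin-XL665 (5 nM), 60 min at room temperature. Compounds titrated 92 nM to 58 uM; 665/545 nm ratio normalized to buffer and complex controls.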
PKM2 activator – PKM2 (human) enzyme activation; P14618; purified PKM2, Kinase-Glo ATP luminescence, activation; response scale: 0% is enzyme alone, no compound; Potency, µM (series often up to 57.5 µM), without a hit: top-dose activation, actives largely listed as activators; actives 0.34% (n = 260,000); AID 1631; note: potency is the fitted concentration of half-maximal effect; % is set by controls: 0 for no effect and ±100 for the full control effect; nearly all actives have a fitted effect of over 55% in size
Target sequence (P14618 whole entry, looked up): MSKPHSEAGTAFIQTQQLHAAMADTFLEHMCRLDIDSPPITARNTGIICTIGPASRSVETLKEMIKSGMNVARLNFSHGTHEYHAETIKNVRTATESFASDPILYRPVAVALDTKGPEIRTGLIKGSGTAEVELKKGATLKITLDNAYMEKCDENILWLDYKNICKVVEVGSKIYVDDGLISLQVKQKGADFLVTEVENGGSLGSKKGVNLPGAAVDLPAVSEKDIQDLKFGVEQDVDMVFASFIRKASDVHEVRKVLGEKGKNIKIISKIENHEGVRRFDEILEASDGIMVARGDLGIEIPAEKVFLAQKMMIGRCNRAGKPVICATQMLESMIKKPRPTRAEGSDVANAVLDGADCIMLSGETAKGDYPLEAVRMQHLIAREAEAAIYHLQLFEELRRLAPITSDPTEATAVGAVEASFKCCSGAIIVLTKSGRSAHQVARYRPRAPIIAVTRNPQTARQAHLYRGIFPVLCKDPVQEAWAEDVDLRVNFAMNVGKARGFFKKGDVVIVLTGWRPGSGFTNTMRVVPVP
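hPK-M2, >95% pure; 0.1 mM ADP / 0.5 mM PEP final; imidazole pH7.2 buffer w/ 7 mM MgCl2, 50 mM KCl; 1 h RT; Kinase-Glo lum. Intermediate enzyme activity for dual inhibitor/activator qHTS.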
RORgamma inh – inhibitors of mouse ROR gamma transcriptional activity; P51450; Drosophila S2 Gal4-RORgamma UAS-luciferase reporter, 20 h; Potency, µM (highest dose often 53.6 µM), inactives show at the top dose activity change, negative = inhibition, hits mostly inhibitors; actives 5.4% (n = 310,000); AID 2551; note: potency is the fitted concentration of half-maximal effect; % is set by controls: 0 for no effect and ±100 for the full control effect; nearly all actives have a fitted effect of over 60% in size
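Luminescence from a UAS-regulated Photinus luciferase reporter in stably transfected Drosophila Schneider cells is measured; decreased signal marks ROR gamma inhibition. Fusion expression is induced by 700 uM copper sulfate for 20 hr.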
Mito fusion yeast – inhibitors of mitochondrial division or activators of mitochondrial fusion; Potency, µM (highest dose often 46.1 µM), without a hit: at the top dose growth rescue (activation), usual class: activators; S. cerevisiae fusion-defective mutant growth rescue, CellTiterGlo 48 h; actives 0.23% (n = 320,000);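 note: potency is the fitted concentration of half-maximal effect; % of control where 0% means no effect; nearly all actives have a fitted effect of over 45% in size; temperature-sensitive fusion mutants such as fzo1-1 at 37 °C on non-fermentable ethanol glycerol medium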
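S. cerevisiae fusion-defective temperature-sensitive mutants (e.g. fzo1-1, mgm1-5) grown 48 h at 37C in YPEG (ethanol/glycerol non-fermentable) medium with 23 nl compound per well; growth rescue read as CellTiterGlo luminescence.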
Rab9 prom act – Rab9 promoter activation. AID 485297. actives 2.8% (n = 320,000). Potency, µM (series often up to 9.22 µM), inactives show at the highest dose activation, negative = inhibition, most hits filed as activators. Huh7 Rab9 promoter-luciferase reporter, luminescence, 24 h; note: potency is the fitted concentration of half-maximal effect; % of control where 0% means no effect; nearly all actives have a fitted effect of over 60% in size
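Measured in stably transfected Huh7 cells bearing a Rab9 promoter–luciferase construct: 24 h compound treatment at 37 °C, followed by luminescence detection.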
An asterisk follows results filed as active; [ ] = another dose, or the depositor's remark. Unless noted, calls come from the whole dose curve; as a rule, active = well fitted curve in the direction sought with a large enough effect; inconclusive = small, poorly fitted or top-dose-only effect, or another doubt; inactive = no such curve, though single readings can be large; an effect the other way counts as inactive or inconclusive. Some of the compounds tested, so the mix of outcomes need not match the whole.

Results for CC(NC(=O)C(c1ccccc1)c1ccccc1)C(=O)N1CCCCC1 (stereo unspecified) ?
NPC1 promoter act: -6.2%; Menin MLL FP TR: -12.0%; ELG1 repair inh: 0.1%; FLuc counter: 0.8%; KCNH2 3.1 inh: -6.7; VP16 counter: 0.8%; MBNL1-CUG inh: -9.2%; PKM2 activator: -3.9%; RORgamma inh: 26.4%; Mito fusion yeast: 2.5%; Rab9 prom act: 4.4%

Results for CCOC(=O)c1c2c(c(=S)n(-c3ccccc3)c1N)CCC2 ?
NPC1 promoter act: 4.1%; Menin MLL FP TR: inconclusive; ELG1 repair inh: inconclusive; FLuc counter: inconclusive; KCNH2 3.1 inh: 0.3; VP16 counter: -23.4%; MBNL1-CUG inh: inconclusive; PKM2 activator: 4.8%; RORgamma inh: -39.0%; Mito fusion yeast: inconclusive; Rab9 prom act: 2.1%

Results for CC1Cc2nc(SCC(=O)Nc3ccc(F)cc3)n(C)c(=O)c2S1 (stereo unspecified) ?
NPC1 promoter act: -3.2%; Menin MLL FP TR: -2.3%; ELG1 repair inh: -15.5%; FLuc counter: -1.2%; KCNH2 3.1 inh: 3.5; VP16 counter: 0.5%; MBNL1-CUG inh: 10.7%; PKM2 activator: 12.4%; RORgamma inh: inconclusive; Mito fusion yeast: 0.9%; Rab9 prom act: 0.2%

Results for CN(CC(=O)Nc1cccc(F)c1)C(=O)c1ccccc1-n1cnnn1 ?
NPC1 promoter act: -1.1%; ELG1 repair inh: 2.0%; FLuc counter: -7.7%; KCNH2 3.1 inh: 17.6; Mito fusion yeast: 0.7%; Rab9 prom act: -1.4%

Results for CC(C)(C)OC(=O)NC1CONC1=O (stereo unspecified) ?
NPC1 promoter act: -1.9%; Menin MLL FP TR: -5.1%; ELG1 repair inh: -21.1%; FLuc counter: 1.1%; VP16 counter: -13.2%; MBNL1-CUG inh: -2.6%; PKM2 activator: -8.3%; RORgamma inh: -4.3%; Mito fusion yeast: -1.4%; Rab9 prom act: 3.9%

Results for Cc1cc(C)c(S(=O)(=O)N2CCOC2CNC(=O)C(=O)NCCc2ccc(S(N)(=O)=O)cc2)c(C)c1 (stereo unspecified) ?
NPC1 promoter act: -1.1%; Menin MLL FP TR: -0.5%; ELG1 repair inh: -17.6%; FLuc counter: 12.7%; KCNH2 3.1 inh: 3.2; VP16 counter: 1.0%; MBNL1-CUG inh: 2.1%; PKM2 activator: 9.2%; RORgamma inh: 14.8%; Mito fusion yeast: -0.2%; Rab9 prom act: -1.6%

What do the screens show for `CCOC(=O)c1ccccc1NC(=O)CSc1nnc(Cc2cccn2C)n1-c1ccc(F)cc1`?
NPC1 promoter act: 0.6%; Menin MLL FP TR: -10.4%; ELG1 repair inh: -18.0%; FLuc counter: 1.4%; KCNH2 3.1 inh: -11.0; VP16 counter: 2.2%; MBNL1-CUG inh: 3.5%; PKM2 activator: -2.1%; RORgamma inh: 7.4%; Mito fusion yeast: 3.4%; Rab9 prom act: 3.16µM*

Results for O=S(=O)(c1ccc(Br)cc1)N1CCCN(Cc2cccc(F)c2)CC1 ?
NPC1 promoter act: 0.5%; Menin MLL FP TR: -0.5%; ELG1 repair inh: -10.7%; FLuc counter: -0.8%; KCNH2 3.1 inh: -45.2; VP16 counter: -6.8%; MBNL1-CUG inh: 0.9%[11.5 µM]; PKM2 activator: 1.8%; RORgamma inh: 33.2%; Mito fusion yeast: inconclusive; Rab9 prom act: -6.2%

Results for COc1ccc2c(c1OC)C(=O)N1C2SC[C@H]1C(=O)NC1CCCCC1 (stereo partly specified) ?
NPC1 promoter act: -2.7%; Menin MLL FP TR: -14.2%; ELG1 repair inh: 6.7%; FLuc counter: 0.4%; KCNH2 3.1 inh: 8.1; VP16 counter: -4.3%; MBNL1-CUG inh: 0.2%; PKM2 activator: 0.3%; RORgamma inh: -13.6%; Mito fusion yeast: 1.4%; Rab9 prom act: -5.8%

How did CCOCCCNC(=O)COc1ccc(OC)cc1 do in these assays?
NPC1 promoter act: 0.4%; Menin MLL FP TR: 3.8%; ELG1 repair inh: -1.0%; FLuc counter: -1.1%; KCNH2 3.1 inh: 3.8; VP16 counter: 4.4%; MBNL1-CUG inh: -5.1%; PKM2 activator: 2.1%; RORgamma inh: -6.5%; Mito fusion yeast: -1.1%; Rab9 prom act: 1.5%

How did Cn1c(-c2ccsc2)c(-c2cccs2)c2cc(-c3ccc4[nH]ccc4c3)ccc21 do in these assays?
NPC1 promoter act: -2.2%; ELG1 repair inh: 9.8%; FLuc counter: -0.7%; Mito fusion yeast: 24.8%; Rab9 prom act: -9.1%

What do the screens show for `CC1=[N+]([O-])C(C)(C)CC(C)(C)c2ccccc21`?
NPC1 promoter act: -2.1%; Menin MLL FP TR: -26.6%; ELG1 repair inh: 3.9%; FLuc counter: 1.2%; KCNH2 3.1 inh: 3.9; VP16 counter: 9.8%; MBNL1-CUG inh: -1.6%; PKM2 activator: 2.3%; RORgamma inh: -10.5%; Mito fusion yeast: -1.1%; Rab9 prom act: -1.1%

How did O=C(Nc1ccc2nc(-c3cccs3)[nH]c2c1)c1cccs1 do in these assays?
NPC1 promoter act: 12.9%; Menin MLL FP TR: -0.4%; ELG1 repair inh: inconclusive; FLuc counter: -8.9%[2.3 µM]; KCNH2 3.1 inh: -1.2; VP16 counter: -6.6%; MBNL1-CUG inh: 6.6%; PKM2 activator: -3.8%; RORgamma inh: -1.6%; Mito fusion yeast: 1.5%; Rab9 prom act: 27.6%

Results for CCCCN(C(=O)c1cc(CC)c(C)s1)c1c(N)n(CCC)c(=O)[nH]c1=O ?
NPC1 promoter act: 0.5%; ELG1 repair inh: -1.7%; FLuc counter: 0.6%; KCNH2 3.1 inh: -9.9; Mito fusion yeast: 1.0%; Rab9 prom act: -0.4%

Results for O=C(O)C(Cc1cc2ccccc2[nH]1)N1C(=O)C2CC=C(Cl)CC2C1=O (stereo unspecified) ?
NPC1 promoter act: 0.7%; Menin MLL FP TR: 3.6%; ELG1 repair inh: 8.4%; FLuc counter: 0.5%; VP16 counter: 1.9%; MBNL1-CUG inh: -1.1%; PKM2 activator: 0.5%; RORgamma inh: -26.1%; Mito fusion yeast: -0.6%; Rab9 prom act: 0.0%

What do the screens show for `CC(Oc1ccc(Cl)cc1)C(=O)NCC1CCCO1` (stereo unspecified)?
NPC1 promoter act: -3.3%; Menin MLL FP TR: 1.3%; ELG1 repair inh: 3.4%; FLuc counter: 1.6%; KCNH2 3.1 inh: 9.2; VP16 counter: -4.5%; MBNL1-CUG inh: -1.5%; PKM2 activator: -0.8%; RORgamma inh: -17.0%; Mito fusion yeast: 3.8%; Rab9 prom act: 3.6%

Results for COc1cccc(Cn2cc(N)cn2)c1 ?
NPC1 promoter act: -11.9%; Menin MLL FP TR: inconclusive; ELG1 repair inh: -14.5%; FLuc counter: -0.9%; KCNH2 3.1 inh: 4.6; VP16 counter: -17.5%; MBNL1-CUG inh: -11.2%; PKM2 activator: 0.0%; RORgamma inh: -2.1%; Mito fusion yeast: -1.7%; Rab9 prom act: -0.4%

Results for O=C(CSc1ncnc2c1cnn2-c1cccc(Cl)c1)NCC1CCCO1 (stereo unspecified) ?
NPC1 promoter act: -3.1%; Menin MLL FP TR: -15.9%; ELG1 repair inh: -13.4%; FLuc counter: -7.0%; KCNH2 3.1 inh: 10.7; VP16 counter: -18.2%; MBNL1-CUG inh: -1.7%; PKM2 activator: 0.1%; RORgamma inh: inconclusive; Mito fusion yeast: 0.6%; Rab9 prom act: 3.5%

Results for CCCCn1c(N)c(N(CC)C(=O)c2ccc3c(c2)S(=O)(=O)c2ccccc2C3=O)c(=O)[nH]c1=O ?
NPC1 promoter act: 4.8%; Menin MLL FP TR: -12.8%; ELG1 repair inh: 16.6%; FLuc counter: 0.3%; KCNH2 3.1 inh: 0.9; VP16 counter: -4.9%; MBNL1-CUG inh: inconclusive; PKM2 activator: -13.6%; RORgamma inh: -7.7%[10 µM]; Mito fusion yeast: -0.5%; Rab9 prom act: 7.0%

How did OCC1(Cc2ccccc2)CCCN(Cc2c[nH]c3ccccc23)C1 (stereo unspecified) do in these assays?
NPC1 promoter act: -7.1%; Menin MLL FP TR: -1.4%; ELG1 repair inh: 9.3%; FLuc counter: -0.6%; KCNH2 3.1 inh: 4.1; VP16 counter: -7.8%; MBNL1-CUG inh: -15.6%; PKM2 activator: -4.2%; RORgamma inh: 0.5%; Mito fusion yeast: -3.6%; Rab9 prom act: 0.0%

Results for c1ccc(-c2ccccc2OCc2nnc3n2CCC3)cc1 ?
NPC1 promoter act: -1.8%; Menin MLL FP TR: 0.4%; ELG1 repair inh: 9.8%; FLuc counter: -2.3%; KCNH2 3.1 inh: -1.2; VP16 counter: 16.4%; PKM2 activator: 5.7%; RORgamma inh: -0.7%; Mito fusion yeast: 2.3%; Rab9 prom act: 0.1%
